# Source: PubChem BioAssay
# P. falciparum M1AAP = malaria alanyl aminopeptidase activity blockers – biochemical, fluorogenic H-Leu-NHMec substrate, 1536-well (AID 1445); recombinant M1AAP, H-Leu-NHMec fluorogenic kinetic assay; higher % means a stronger effect; one-dose inhibition, % at 30 µM; IC50 in µM for titrated hits; 220,000 compounds, 0.42% hits;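 active = primary inhibition above the hit cutoff, then over 50% inhibition at one or more dose response concentrations, cut at about 23% in these data, passing the limit was not always enough; inconclusive = conflicting primary data, or primary hits not chosen for dose response; inactive = low primary inhibition, or under 50% at every dose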;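 also: plate controls were DMSO full reaction for no effect and no enzyme background for full effect; strong numbers were not always called active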
# P. falciparum M17LAP = P. falciparum M17LAP inhibitors, primary screen, biochemical, fluorogenic H-Leu-NHMec substrate, 1536-well (AID 1619) | recombinant M17LAP, H-Leu-NHMec fluorogenic kinetic assay; higher % means a stronger effect | inhibition, % at 30 µM; hits with a dose series show IC50 in µM | 220,000 compounds, 0.38% hits;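 active = compound inhibiting the enzyme by more than half at any dose during confirmatory dose-response retesting; inconclusive = strong single-dose inhibitors picked by rank but not retested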;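 also: plate controls were full reaction with DMSO carrier for no effect and no enzyme background for full effect; strong numbers were not always called active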
# NOD2 inhibition = NOD2 signaling inhibitors, cell-based, luminescence, uHTS, HEK293 (AID 1566); HEK293 NOD2/NF-kB luciferase reporter, luminescence; higher % means a stronger effect; inhibition, % at 4 µM; hits with a dose series show EC50 in µM; 290,000 compounds, 0.63% hits; also: many of its hits are not listed in these tables
# Hep lipid drop = hepatic lipid droplet formation modulation; AML12 mouse hepatocytes, oleate lipid droplets, BODIPY imaging; inhibition, % at 6.5 µM; 240,000 compounds, 0.4% hits; AID 1656;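 active = lipid droplet intensity inhibited by at least 50%, with more than 500 cells counted; inconclusive = wells with under 300 cells, treated as cytotoxic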
#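 Test system: AML12 hepatocytes (mouse); reagent: oleate loading, 100 µM; dosing: one dose, 6.5 µM compound; incubation: overnight exposure; signal: fluorescence imaging, 20x objective, two fields per well; read-out basis: % inhibition of corrected integrated BODIPY droplet signal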
# ER stress rescue = rescue of cells from ER stress-induced death, primary screen, 384-well, CSM14.1, thapsigargin, ATP luminescence (AID 1222) | 190,000 tested, under 10 active | one-dose cellular ATP content (survival), % at 20 µM; EC50 in µM for titrated hits | CSM14.1 thapsigargin-induced death rescue, ATP luminescence; higher % means a stronger effect;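 active = EC50 below 50 µM in the dose-response confirmation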;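 also: death triggered by thapsigargin at about 15 µM added after 2 h compound pretreatment; cell ATP read after overnight thapsigargin exposure of roughly 18 to 22 hours; normalized against plate controls of thapsigargin alone and 5% DMSO vehicle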
# LYP phosphatase = inhibitors of LYP phosphatase, biochemical, fluorescence intensity, uHTS (AID 1779); 290,000 compounds, 0.054% hits; recombinant LYP phosphatase, fluorescence intensity; higher % means a stronger effect; inhibition, % at 11.5 µM; hits with a dose series show IC50 in µM;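 also: plate controls were vehicle with enzyme for no effect and no enzyme for full effect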
# AID2073 = disruptors of CaV2.2 binding to Mint1 – biochemical, HTRF (AID 2073); one-dose inhibition, % at 20 µM; IC50 in µM for titrated hits; HTRF protein-protein interaction, Mint1-CaV2.2; higher % means a stronger effect; 290,000 compounds, 0.19% hits; in the data active = inhibition mostly above about 51%, no sharp cut-off; inconclusive = no clear call, values can overlap the other calls; inactive = mostly below about 53%; also: some results filed as inactive read as strong as hits
# XIAP antagonists = small molecules displacing peptide from XIAP – biochemical, IAP family, fluorescence polarization (AID 1018) | XIAP BIR domain, fluorescence polarization peptide displacement; higher % means a stronger effect | one-dose displacement, % at 20 µM; IC50 in µM for titrated hits | 200,000 compounds, 0.007% hits; in the data active = displacement above about 50%; also: a part of the inactive calls stands beside numbers as strong as those of hits
# SIAH1 antagonists = blockers of Siah-1 interaction with plectin peptide – biochemical, fluorescence polarization, rhodamine-plectin, uHTS, primary screen (AID 1817); Siah-1 / rhodamine-plectin peptide fluorescence polarization; higher % means a stronger effect; displacement, % at 20 µM; hits with a dose series show IC50 in µM; 290,000 compounds, 0.02% hits;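 active = displacement of at least 50% at 20 µM, with a fluorescence ratio check between 0.3 and a set limit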;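 also: plate controls were Siah plus tracer with DMSO for no effect and tracer alone without Siah for full effect; strong numbers were not always called active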
# Hep lipid drop cells 6.5 µM = recorded beside Hep lipid drop, whose call it bears; cell count; measured here: cell count, cytotoxicity flag;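 cells counted across two imaged fields per well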
# Active calls of the source: *; ? = inconclusive; / = not tested or not shown. Rule as the data show it, unless noted: active = inhibition above about 50%; inactive = the rest. Only part of the results is shown; count on the stated rates, not on these rows.
SMILES,P. falciparum M1AAP,P. falciparum M17LAP,NOD2 inhibition,Hep lipid drop,Hep lipid drop cells 6.5 µM,ER stress rescue,LYP phosphatase,AID2073,XIAP antagonists,SIAH1 antagonists
C/C(=N\NC(=O)c1ccncc1)c1cccs1,6.9%,5.6%,-13.6%,9.0,775,-0.9%,-9.2%,20.6%,-1.3%,8.0%
CCOc1ccc(Cl)cc1/C=N/NC(=O)c1ccccc1,-0.4%,10.6%,-11.4%,-44.9,651,-0.9%,-4.5%,-0.9%,-1.9%,-1.1%
O=C(NCC1CCCO1)c1ccc2c(c1)C(=O)N(c1cccc([N+](=O)[O-])c1)C2=O (stereo unspecified),/,/,-12.7%,/,/,/,-2.2%,2.6%,/,2.5%
CSc1cccc(NC(=S)N(CCC(C)C)C(C)c2ccncc2)c1 (stereo unspecified),-3.7%,-2.5%,3.9%,-22.0,695,/,-4.1%,-13.4%,/,-0.2%
CCN(CC)C(=O)Oc1ccc2ccccc2c1Br,2.5%,0.0%,-49.5%,-15.1,727,-1.3%,-0.4%,1.7%,2.3%,3.2%
Cc1ccc(/C=N/n2c(COc3ccccc3)n[nH]c2=S)cc1,/,/,-2.2%,-26.0,804,/,2.9%,-17.6%,/,-2.3%
CO[C@H]1O[C@H](C)[C@@H](O)C[C@H]1NC(=O)OCc1ccccc1,/,/,3.9%,0.1,816,/,-13.5%,6.5%,/,-4.2%
COc1ccc(C2C(C(=O)NCCN3CCOCC3)c3ccccc3C(=O)N2C2CCCCC2)cc1 (stereo unspecified),-4.9%,-2.9%,7.7%,-3.1,748,-1.7%,-1.6%,0.9%,-5.1%,-6.0%
O=C(O)C1C2CCCCC2=C2CCCCC2C1C(=O)c1ccccc1 (stereo unspecified),18.9%,9.7%,2.0%,-3.7,688,/,-2.0%,6.5%,/,-0.1%
O=C(CNCc1ccco1)Nc1cc(S(=O)(=O)N2CCOCC2)ccc1N1CCCC1,-0.1%,-1.1%,4.5%,-8.2,683,-2.4%,5.9%,11.1%,-12.1%,2.5%
Cc1ccccc1C(=O)NNc1ncnc2c1cnn2C,-0.8%,-12.3%,-8.3%,-21.1,697,-1.0%,-1.3%,12.7%,-2.5%,-3.9%
Cc1cccc(N2CCN(c3ccc(NC(=O)/C=C\C(=O)O)cc3)CC2)c1,4.8%,-3.6%,-29.0%,-15.0,655,0.4%,8.2%,-11.9%,-9.4%,3.8%
O=C(C(Cc1ccccc1)NS(=O)(=O)c1cccc2cccnc12)N1CCc2ccccc21 (stereo unspecified),3.0%,-1.5%,7.4%,/,/,0.2%,-0.6%,-0.9%,-3.0%,-2.7%
Cn1cnc2c1c(=O)n(CC(O)CO)c(=O)n2C (stereo unspecified),-2.7%,8.4%,2.7%,/,/,3.0%,-11.3%,-3.9%,-2.8%,1.4%
CCOC(=O)CNC(=O)CCc1nnc2ccc(N3CCC(C)CC3)nn12,/,/,-7.4%,-0.7,676,/,-5.9%,-1.3%,/,4.7%
COc1cccc(C2NC(=O)CCC2[N+](=O)[O-])c1 (stereo unspecified),/,/,5.3%,-10.4,817,/,-5.6%,14.1%,/,9.5%
Cc1nc(SCC(=O)NCc2ccccc2)c2oc3ccccc3c2n1,1.1%,-0.4%,9.6%,-14.5,739,-2.4%,-5.2%,-0.4%,-3.9%,-0.6%
COc1ccc(N2CCN(C(=O)CC(C)S(=O)(=O)c3ccc4c(c3)NC(=O)CO4)CC2)cc1 (stereo unspecified),/,/,7.2%,-37.8,727,/,-7.8%,12.0%,/,1.6%
COc1ccc(C2C(C(=O)c3ccc(C)o3)=C(O)C(=O)N2Cc2cccnc2)cc1 (stereo unspecified),/,/,-33.8%,/,/,/,-6.7%,13.0%,/,0.6%
Cc1nc(C(F)(F)F)ccc1C(=O)Nc1ccc(C(F)(F)F)cn1,-0.6%,0.5%,8.9%,7.2,732,/,-5.8%,-7.0%,/,-3.7%
COc1cc(NC(=O)CSc2ccc3c(c2)OCCO3)cc(OC)c1OC,3.4%,-7.4%,14.4%,/,/,-2.5%,-3.7%,1.9%,-5.9%,0.0%
CC1CCN(c2ccccc2N)CC1,8.8%,6.8%,9.6%,-6.9,729,2.6%,-8.4%,6.4%,-6.0%,-5.4%
CCC(C)OC(=O)c1[nH]c2c(c1C)C(=O)CC(c1ccc(N(C)C)cc1)C2 (stereo unspecified),9.0%,0.9%,-43.8%,2.8,665,-4.5%,-2.8%,-0.3%,-5.0%,-8.2%
COc1ccc(C(=O)Nc2ccc(NC(=O)c3cnccn3)cn2)cc1,7.3%,-9.6%,-1.7%,/,/,0.3%,-0.1%,22.2%,-3.1%,3.8%
CN(c1ccc(C(=O)NCCSCc2c(F)cccc2Cl)cc1)S(C)(=O)=O,6.1%,-5.8%,21.9%,-18.9,717,1.1%,-1.9%,4.5%,-5.9%,-0.7%
COc1ccc(OC)c(/C=N/NC(=O)c2c(C)nc3ccc(C)cn23)c1,/,/,-24.5%,-8.5,853,/,-13.9%,26.9%,/,-2.9%
CC(=O)OC1=Cc2c(ccc3ccc(=O)oc23)OC1(C)C,15.5%,-12.1%,13.5%,-4.2,707,-2.0%,0.3%,5.7%,-17.8%,1.1%
CC(C)C(=O)Nc1ccc(Br)cc1Cl,7.6%,1.0%,-10.2%,-16.8,677,-0.3%,-4.7%,5.1%,-5.1%,1.9%
CCCCC(CC)CNC(=O)c1[nH]c(C)c(C(C)=O)c1C (stereo unspecified),3.1%,-12.4%,-0.1%,/,/,-0.2%,-2.5%,1.0%,1.2%,4.4%
O=C(CC1C(=O)NCCN1Cc1ccccc1C(F)(F)F)NC1CCCC1 (stereo unspecified),/,/,0.7%,0.6,850,/,-6.4%,9.2%,/,-0.3%
Cc1ncoc1C(=O)NC1CC(C)(C)Cc2c1cnn2-c1ccccc1 (stereo unspecified),/,/,4.0%,-5.8,701,/,-13.0%,2.8%,/,0.5%
O=C(COC(=O)COc1ccc2ccccc2c1)NCC(F)(F)F,-1.6%,1.6%,19.0%,2.3,707,-0.5%,-6.2%,4.6%,-5.4%,2.3%
O=C(CSc1ccccn1)Nc1ccc(Cl)cn1,-5.0%,0.4%,-23.5%,13.5,758,1.2%,-6.4%,?,2.7%,-7.8%
COc1ccc(N(C)S(=O)(=O)c2ccc3c(c2)NC(=O)CO3)c(OC)c1,/,/,13.7%,-0.7,707,/,-5.9%,0.1%,/,2.0%
CC(NC(=O)C1CCCN1S(=O)(=O)c1cccc2cccnc12)c1ccccc1 (stereo unspecified),6.5%,-2.8%,20.9%,/,/,1.5%,-3.5%,31.1%,1.0%,-1.3%
CNS(=O)(=O)c1cccc(C(=O)OCC(=O)c2cc(C)n(-c3ccc4c(c3)OCO4)c2C)c1,3.7%,7.2%,1.0%,-9.0,745,-0.8%,-7.9%,-21.9%,-5.8%,2.2%
CN1CCN(c2cc(=O)n(-c3ccc(Cl)cc3)c(=O)[nH]2)CC1,6.0%,-3.5%,-14.3%,/,/,-0.6%,-2.9%,1.0%,-5.4%,-4.1%
CC(C)(C)NC(=O)CSCc1c(Cl)cccc1Cl,2.9%,-5.0%,7.2%,/,/,0.3%,-3.4%,-1.6%,-5.7%,13.8%
CC(OC(=O)c1cccc(N2C(=O)c3ccccc3C2=O)c1)C(=O)Nc1ccc(N(C)C)cc1 (stereo unspecified),6.0%,18.3%,9.4%,-4.5,611,-2.1%,0.6%,3.3%,-3.7%,0.7%
C/C(=N\NC(=O)c1cc(O)cc(O)c1)c1ccc(NC(=O)Cc2ccccc2)cc1,/,/,-26.6%,-9.2,802,/,-5.2%,36.1%,/,113.9%
Cc1ccc(C(=O)N2CCN(C(=O)c3ccc(C)cc3)C2)cc1,5.7%,3.7%,25.5%,-2.9,665,-0.8%,-1.1%,-4.6%,17.0%,0.4%
N#C/C(=C\c1cccc(O)c1)C(=O)Nc1ccc2c(c1)OCCO2,9.7%,7.5%,20.8%,0.3,713,/,-13.3%,-1.9%,/,-5.1%
CNC(=O)OC(C)CNS(=O)(=O)c1ccc(C)cc1 (stereo unspecified),13.6%,-4.4%,-1.4%,-8.9,672,1.0%,-1.5%,0.6%,-0.1%,3.8%
CC(NC(=O)C(Cc1ccccc1)N1C(=O)C2C3CCC(C3)C2C1=O)c1ccccc1 (stereo unspecified),-2.2%,-6.2%,6.5%,/,/,1.5%,-2.3%,8.9%,-3.0%,-2.6%
COc1ccccc1C(=O)NC(=O)COC(=O)c1cccc(NC(C)=O)c1,/,/,-1.2%,-2.4,821,/,-6.9%,6.5%,/,6.9%
CCOC(=O)C1(CC2CC2)CCN(Cc2cnc(-c3ccc(OC)cc3)nc2)CC1,3.3%,2.3%,11.5%,-11.3,668,1.6%,-5.3%,10.4%,-2.2%,15.4%
CC(C)NC(=O)C12CC3CC(C1)CC(n1cnc(Cl)n1)(C3)C2,1.1%,-6.9%,12.4%,0.6,758,-0.7%,-5.1%,-7.8%,-5.0%,-2.8%
C=CCOn1c(=O)c(-c2ccc(OC)cc2)[n+]([O-])c2ccccc21,11.9%,7.2%,7.2%,/,/,-1.0%,2.6%,-1.8%,-2.2%,-1.1%
CSCC[C@H](NC(=O)COc1ccc(Cl)cc1Cl)c1nc2ccccc2[nH]1,2.9%,8.0%,3.5%,9.8,702,-1.2%,0.8%,-4.5%,-1.7%,-0.1%
Cc1ccccc1N1CC(C(=O)Nc2nnc(SCc3cccnc3)s2)CC1=O (stereo unspecified),/,/,-1.1%,-109.2,365,/,0.8%,20.5%,/,2.4%
CC1CC(C)CN(CC(C)(C)NS(=O)(=O)c2ccc(Cl)cc2)C1 (stereo unspecified),5.9%,-4.7%,7.4%,-29.1,762,-1.4%,-4.3%,-5.0%,2.0%,2.7%

# In the list so far, these contain bromine:
SMILES,P. falciparum M1AAP,P. falciparum M17LAP,NOD2 inhibition,Hep lipid drop,Hep lipid drop cells 6.5 µM,ER stress rescue,LYP phosphatase,AID2073,XIAP antagonists,SIAH1 antagonists
CCN(CC)C(=O)Oc1ccc2ccccc2c1Br,2.5%,0.0%,-49.5%,-15.1,727,-1.3%,-0.4%,1.7%,2.3%,3.2%
CC(C)C(=O)Nc1ccc(Br)cc1Cl,7.6%,1.0%,-10.2%,-16.8,677,-0.3%,-4.7%,5.1%,-5.1%,1.9%
